Screening data (PubChem BioAssay)
TrxR1 substrate = is turned over as a substrate by rat TrxR1; O89049; purified TrxR1 substrate turnover, NADPH consumption readout; Potency, µM (doses to about 114 µM), without a hit: at the top dose activity change, negative = substrate turnover; hit rate 0.01% among 390,000; AID 588456; further: potency means the concentration at half of the fitted maximal effect; on the % scale 0 is the no-effect control and ±100 the full control effect; nearly all actives have a fitted effect of over 50% in size
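Rat TrxR1, dispensed at 90 nM, was prereduced with 400 uM NADPH (final) for 5 min at ~22 deg C, then incubated with compound 15 min before 400 uM selenite. A first-read NADPH fluorescence drop versus no-compound background flagged substrates.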
PGK inhibitor = T. brucei PGK inhibition. P07378. hit rate 0.043% among 380,000. Potency, µM (titrated, usually from 57.5 µM), for the others: at the highest dose activity change, negative = inhibition, actives largely listed as inhibitors. AID 602233. PGK/GAPDH coupled, Kinase-Glo luminescence, 60 min; further: potency means the concentration at half of the fitted maximal effect; on the % scale 0 is the no-effect control and ±100 the full control effect; nearly all actives have a fitted effect of over 60% in size
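Recombinant glycosomal PGK reaction used 1,3-bisphosphoglycerate generated in-well by GAPDH (100nM final) in 100mM TEA pH 7.6, 5mM MgCl2, 0.01% Tween-20. After 60 minutes at room temperature, ATP was read by Kinase-Glo Plus luminescence end-point.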
HP1b chromo inh = HP1-beta chromodomain-methylated histone interaction inhibition; P83916; AlphaScreen HP1-beta / biotin-H3K9me3 peptide binding; Potency, µM (doses to about 114 µM), without a hit: at the highest dose activity change, negative = inhibition, actives largely listed as inhibitors; hit rate 0.56% among 390,000; AID 540317; further: potency means the concentration at half of the fitted maximal effect; nearly all actives have a fitted effect of over 70% in size; inactives centre near 23
Target sequence (P83916 whole entry, looked up): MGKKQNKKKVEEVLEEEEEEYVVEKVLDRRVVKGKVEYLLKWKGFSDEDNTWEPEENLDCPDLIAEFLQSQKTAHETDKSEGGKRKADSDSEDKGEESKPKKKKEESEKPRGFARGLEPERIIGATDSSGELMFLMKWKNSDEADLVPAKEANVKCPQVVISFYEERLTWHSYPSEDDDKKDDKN
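HP1-beta protein (50 nM final) preincubated 30 min at room temperature with biotinylated H3(1-18)K9me3 peptide (50 nM) in PBS pH 7.4, 0.01% Tween-20, then compound added for 30 min. AlphaScreen streptavidin donor/nickel chelate acceptor beads (10 ug/mL final), 30 min dark, luminescence read.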
Pin1 inhibitor = human Pin1 inhibition; hit rate 0.009% among 390,000; Pin1 FP peptide displacement, HiFluor488, 10 min; AID 504891; Potency, µM (highest dose often 115 µM), for the others: top-dose activity, negative = inhibition, actives largely listed as inhibitors; Q13526; active means well fitted inhibition curve with a large enough effect in the polarisation, with a control signal flat, not every such curve was filed as active; inconclusive means small, poorly fitted or top-dose-only effect, or effect the other way, or a change in a side signal; inactive means no such curve, though single readings can be large or run the other way; the % refers to the polarisation; further: potency means the concentration at half of the fitted maximal effect; on the % scale 0 is the no-effect control and ±100 the full control effect
mIDH1 inhibitor = human IDH1 R132H inhibition; O75874; IDH1-R132H enzyme, NADPH consumption, diaphorase/resazurin fluorescence; Potency, µM (top dose mostly 76.6 µM), for inactives: at the highest dose activity change, negative = inhibition, hits mostly inhibitors; hit rate 0.093% among 390,000; further: potency means the concentration at half of the fitted maximal effect; on the % scale 0 is the no-effect control and ±100 the full control effect; nearly all actives have a fitted effect of over 65% in size
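IDH1-R132H (0.5 ug/mL dispensed) in pH 7.5 Tris buffer was preincubated 30 min with compound, then given a substrate mix of 0.016 mM NADPH and 2 mM alpha-KG for 80 min at room temperature; remaining NADPH was read by diaphorase/resazurin fluorescence.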
TrxR1 inh = blocks rat thioredoxin reductase 1 | O89049 | recombinant rTrxR1, NADPH fluorescence consumption, selenite substrate | Potency, µM (series often up to 114 µM), without a hit: at the highest dose activity change, negative = inhibition, hits mostly inhibitors | hit rate 1% among 390,000; further: potency means the concentration at half of the fitted maximal effect; on the % scale 0 is the no-effect control and ±100 the full control effect; nearly all actives have a fitted effect of over 65% in size
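Rat TrxR1 (90 nM in the dispensed reagent) was pre-reduced with 400 uM NADPH for 5 min at room temperature, then incubated with compound for 15 min. After 400 uM selenite was added, NADPH fluorescence (Ex 340/Em 450 nm) was followed for 8 min.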
USP1-UAF1 inh = blocks the human USP1/UAF1 deubiquitinase complex; O94782; recombinant USP1/UAF1, Ub-Rhodamine cleavage fluorescence; hit rate 0.23% among 390,000; Potency, µM (series often up to 57.1 µM), inactives show top-dose activity change, negative = inhibition, usual class: inhibitors; further: potency means the concentration at half of the fitted maximal effect; on the % scale 0 is the no-effect control and ±100 the full control effect; nearly all actives have a fitted effect of over 60% in size; inactives centre near -12
Target sequence (O94782 whole entry, looked up): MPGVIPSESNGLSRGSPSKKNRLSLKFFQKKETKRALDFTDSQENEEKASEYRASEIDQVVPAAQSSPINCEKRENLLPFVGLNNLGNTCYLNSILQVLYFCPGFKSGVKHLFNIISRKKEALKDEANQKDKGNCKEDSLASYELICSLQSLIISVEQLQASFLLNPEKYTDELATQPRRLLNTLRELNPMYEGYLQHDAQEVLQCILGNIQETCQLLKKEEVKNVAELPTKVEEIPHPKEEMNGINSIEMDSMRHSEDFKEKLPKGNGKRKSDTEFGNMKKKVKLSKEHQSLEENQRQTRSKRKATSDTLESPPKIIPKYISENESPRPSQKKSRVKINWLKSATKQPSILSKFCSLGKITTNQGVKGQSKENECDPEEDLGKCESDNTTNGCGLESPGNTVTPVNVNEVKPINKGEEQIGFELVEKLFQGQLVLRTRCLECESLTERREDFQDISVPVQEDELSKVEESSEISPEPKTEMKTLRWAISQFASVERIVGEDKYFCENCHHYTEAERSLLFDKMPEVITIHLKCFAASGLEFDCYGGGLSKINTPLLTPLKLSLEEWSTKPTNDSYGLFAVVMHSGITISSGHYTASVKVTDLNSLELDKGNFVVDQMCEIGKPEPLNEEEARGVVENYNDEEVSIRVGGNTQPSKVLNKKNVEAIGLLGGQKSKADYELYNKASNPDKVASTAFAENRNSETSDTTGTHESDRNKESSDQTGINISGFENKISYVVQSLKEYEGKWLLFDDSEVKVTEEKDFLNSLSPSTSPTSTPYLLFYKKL
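Step one: compound is pinned into 1nM USP1/UAF1 in HEPES pH 7.8 buffer with TCEP. Step two: 15 min room-temperature incubation. Step three: Ub-Rho (150nM final) starts cleavage, tracked by fluorescence over six one-minute reads.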
GLS inh = blocks human kidney-isoform glutaminase activity | O94925 | GLS enzymatic activity, qHTS titration | Potency, µM (doses to about 45.5 µM), for the others: at the highest dose activity change, negative = inhibition, usual class: inhibitors | hit rate 0.21% among 410,000 | AID 624170; further: potency means the concentration at half of the fitted maximal effect; on the % scale 0 is the no-effect control and ±100 the full control effect
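hKGA; 45 mM KH2PO4 pH 8.2 + 0.02% Tween-20; cpd via pin tool; 1 mM Gln soln; GluOx/HRP/Amplex Red; RT 30 min; fluor. t0 & final.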
PI4K2A block = inhibitors of human PI4K2A. activity change, negative = inhibition, % at 76.9 µM. AID 1346378. hit rate 0.13% among 420,000. purified PI4K2A, ADP-Glo luminescence, 1 h; active compounds read low; in the data active means activity change below about -50%; inconclusive means mostly about -30% to -49%;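 further: -100% = wells without enzyme as full effect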
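ADP-Glo luminescence measured ADP generated by PI4K2A enzyme (4 ug/mL before mixing) with 1.2 mM PI substrate (pre-mix) and 300 microM ATP (pre-mix). Tris pH7.5 buffer with MgCl2, Triton X-100; 1 h reaction at ambient temperature.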
* hit, by the source's call; i = inactive; u = inconclusive; & = joins results of further samples; [ ] = remark or other dose. Unless noted, the call rests on the fitted dose curve; in most records, active means well fitted curve in the direction sought with a large enough effect; inconclusive means small, poorly fitted or top-dose-only effect, or another doubt; inactive means no such curve, though single readings can be large; an effect the other way counts as inactive or inconclusive.

TrxR1 substrate,PGK inhibitor,HP1b chromo inh,Pin1 inhibitor,mIDH1 inhibitor,TrxR1 inh,USP1-UAF1 inh,GLS inh,PI4K2A block,smiles
-4%,3%,17%,0%,1%,-4%[57.1 µM],2%,7%,2,Cc1cccc(-c2noc(-c3ccccc3C(=O)NCC3CCCO3)n2)c1 (stereo unspecified)
-10%,-4%,19%,68%[activator],4%,u,6%,0%,7,N#CCC(=O)N/N=C/c1ccc(Sc2nc3ccccc3s2)o1
3%[57.1 µM],-5%,8%,u,3%,12%[57.1 µM],2%,6%,-7,CC(C)(C)c1cc[n+](-c2nc([O-])sc2C=O)cc1
2%[57.1 µM],-3%,52%,0%,0%,-3%[57.1 µM],-9%,2%,-3,CCSc1nc(N)nc(-c2cccs2)c1C#N
1%,-3%,14%,34%[activator],9%,9%,-5%,9%,7,O=C(O)CCCC(=O)Nc1ccc(C(=O)N2CCCCC2)c(Cl)c1
0%,-1%,23%,1%,3%,16%,-7%,11%,-3,COc1cc(C(=O)NC2CCN(C)CC2)ccc1Nc1ncc2c(n1)N(CCc1ccccc1)CCC(=O)N2C
1%,-9%,u,u,9%,9%,-8%,-16%,-7,Cc1cccc(C)c1NC(=O)CN(C)C(=O)c1cccc(-n2cccc2)c1
46%[57.1 µM],i,-13%[57 µM],-3%,6%,12%[57.1 µM],u,-6%,-1,c1ccc(-c2ccc(-c3ccccc3)[nH]2)cc1
-11%,0%,10%,-2%,7%,-8%,-15%,10%,2,Cn1c(=O)c2c(nc(NCc3ccco3)n2Cc2ccccc2Cl)n(C)c1=O
-6%,i,29%,-1%,-3%,12%[57.1 µM],-7%,-10%,-23,COc1ccc(CCNC(=O)/C(C#N)=C/c2ccc(OCC(=O)NCC3CCCO3)cc2)cc1OC (stereo unspecified)
-6%,i,42%[activator],2%,-1%,3%,-12%,-7%,7,COc1ccc(C(=O)Nc2ccc(CN3CCCCC3)cc2)cc1
4%,-7%,24%,-3%,2%,16%,-9%,-3%,-2,Cc1cc(C)c2c(c1)/C(=N/NC(=O)c1cc(C)oc1C)CCC2
-15%,-9%,u,u,-6%,-28%,-12%,33%[activator],-5,COc1ccc(C(C)(C)C)cc1NC(=O)COC(=O)c1ccc([N+](=O)[O-])o1
4%,1%,11%,2%,-3%[38.3 µM],17%,-20%,-2%,4,CCN(C[C@H]1N[C@@](CC)(C(=O)OC)[C@H]2C(=O)N(Cc3ccccc3)C(=O)[C@@H]12)C(=O)c1ccccc1
-9%,-3%,-9%,-4%,5%,u,-26%,0%,3,O=C(c1ccc(-c2cccc(C(F)(F)F)c2)o1)N1CCCCCCC1
-6%,i,13%,-1%,8%,7%,-11%,0%,-5,COc1cc(Cl)c(C)cc1Nc1c2c(nc3ccccc13)CCC2
-5%,-4%,-5%,u,-7%,-1%,-19%,4%,2,O=c1c(-c2ccccc2)[n+]([O-])c2ccccc2n1O
-9%,-1%,15%,1%,2%,-11%,-9%,18%,0,O=C(COC(=O)c1n[nH]c(=O)c2ccccc12)c1ccc(Cl)cc1
0%[57.1 µM],-7%,6%,-1%,10%,19%[57.1 µM],-5%,0%,-1,CC(=O)c1cc(-c2ccccc2)n(CCC(=O)NC2CCCC2)c1C
13%,i,13%,-12%,14%,35%,-7%,2%,-5,Cc1ccc(NC(=O)C2(S(=O)(=O)c3ccc(C)cc3)CC2)cc1
17%,-11%,43%[activator],-5%,15%,7%,-11%,-13%,1,COc1ccccc1CNS(=O)(=O)c1c(C)nc2sc(C)cn2c1=O
-4%,-7%,54%[activator],0%,-2%,10%,u,-2%,-6,CN(CC(=O)Nc1ccc(Cl)cc1)S(=O)(=O)c1cccc2cccnc12
9%[57.1 µM],4%,22%,-6%,0%,9%[57.1 µM],-1%,2%,-7,Cc1c(S(=O)(=O)N2CCc3ccccc3C2)c(=O)n(C)c(=O)n1C
7%,-7%,30%,-2%,0%,20%,-21%,-15%,8,CCOC(=O)N1CCN(C(=O)CSc2ccc3nnc(CCNC(=O)c4ccc(OC)cc4)n3n2)CC1
-5%,1%,23%,u,6%,31%,-1%,9%,-1,CCc1nn(CC(=O)NCCN2CCOCC2)c(=O)c2cc3c(OC)cccc3n12
4%,u,15%,-9%,0%,30%,9%,14%,-7,COC(=O)[C@@H](NC(=O)c1ccccc1OC1CCN(S(C)(=O)=O)CC1)C(C)C
-1%,-4%,20%,0%,-12%,16%,-3%,2%,4,N#Cc1ccc(NC(=O)Cn2cnc(S(=O)(=O)N3CCCCC3)c2)cc1
-10%,4%,11%,3%,-4%,-21%,-18%,-24%,14,O=c1[nH]c(=S)[nH]c2nccnc12
9%[57.1 µM],-2%,17%,-3%,6%,21%,6%,-1%,2,CN(Cc1nc(-c2ccccn2)no1)S(=O)(=O)c1ccc(Cl)cc1
5%[57.1 µM],1%,0%,11%,1%,8%[57.1 µM],2%,6%,4,CC1(C)Cc2c(sc3c2c(=N)n(Cc2ccco2)c(=O)n3CC(=O)Nc2ccccc2)CO1
3%[57.1 µM],-1%,44%[activator],2%,-2%,17%[57.1 µM],-25%,-1%,-1,COCCCNC(=O)CN(c1cc([N+](=O)[O-])ccc1OC)S(C)(=O)=O
-3%[57.1 µM],12%,4%&74%,-5%&18%,2%,-2%[57.1 µM],-11%&-10%,6%&22%,1&-2,Cc1cccc(C)c1OCC(=O)NC(Cc1c[nH]c2ccccc12)C(=O)O (stereo unspecified)
-5%,-9%,15%,0%,2%,-1%,-22%,4%,-2,CCCCn1c(N)c(N(CC(C)C)C(=O)COC(=O)C2(c3ccccc3)CC2)c(=O)[nH]c1=O
4%[57.1 µM],1%,11%,-6%,-1%,5%[57.1 µM],-13%,3%,-2,CC1=C(C(=O)OCc2ccccc2)C(c2ccco2)C2=C(CC(C)(C)CC2=O)N1 (stereo unspecified)
-2%,-9%,27%,-14%,1%,26%,-1%,4%,-1,CS(=O)(=O)NC1CCN(Cc2ccccc2)CC1
-6%,-5%,13%,9%,1%,-20%,-11%,7%,-3,Cc1nc(SCC(=O)NCc2ccco2)c2oc3ccccc3c2n1
-3%,4%,49%[activator],0%,-13%,14%,-16%,2%,1,COCCNc1nnc(SCC(=O)Nc2cc(C)on2)s1
27%,i,27%,9%,-4%,35%,-14%,2%,0,COc1cc(NC(=O)COc2ccccc2C)ccc1NC(=O)c1ccco1
3%,1%,48%[activator],-5%,0%,11%,-13%,3%,6,Cc1ccnc(SCCn2c(Br)nc3c2c(=O)[nH]c(=O)n3C)n1
-4%[57.1 µM],-2%,37%,-8%,-2%,2%[57.1 µM],-7%,-23%,7,N#C/C(=C\c1cccc([N+](=O)[O-])c1)C(=O)Nc1cccnc1

Gathered by group: the compounds so far with a thiophene ring, fused or not
TrxR1 substrate,PGK inhibitor,HP1b chromo inh,Pin1 inhibitor,mIDH1 inhibitor,TrxR1 inh,USP1-UAF1 inh,GLS inh,PI4K2A block,smiles
2%[57.1 µM],-3%,52%,0%,0%,-3%[57.1 µM],-9%,2%,-3,CCSc1nc(N)nc(-c2cccs2)c1C#N
5%[57.1 µM],1%,0%,11%,1%,8%[57.1 µM],2%,6%,4,CC1(C)Cc2c(sc3c2c(=N)n(Cc2ccco2)c(=O)n3CC(=O)Nc2ccccc2)CO1

The list continues:
TrxR1 substrate,PGK inhibitor,HP1b chromo inh,Pin1 inhibitor,mIDH1 inhibitor,TrxR1 inh,USP1-UAF1 inh,GLS inh,PI4K2A block,smiles
4%,4%,34%,-1%,-15%,-8%,-22%,-30%,1,Cc1ccc(C2C(C#N)=C(N)Oc3n[nH]c(-c4cccs4)c32)cc1 (stereo unspecified)
-1%,u,u,u,-19%,u,8%,7.9µM*,-16,O=C(CCO)c1ccc(O)cc1
6%,-4%,40%[activator],4%,10%,9%,-18%,9%,0,CN1CCN2c3ncccc3Cc3ccccc3[C@@H]2C1
2%,i,-10%[57 µM],-2%,-2%,15%,-21%,0%,-2,Cc1nn(C)cc1CNC(=O)c1cccc(F)c1
6%,-2%,48%[activator],29%,10%,22%,u,-1%,1,COc1cc2oc(=O)cc(-c3ccc(-c4ccc(F)c(Cl)c4)cc3)c2c(OC)c1OC
-6%,4%,1%,2%,-3%,-2%,-2%,-2%,4,O=C(NCC(c1ccc(F)cc1)N1CCOCC1)c1ccc(C(=O)c2ccccc2)cc1 (stereo unspecified)
4%[57.1 µM],1%,2%,-2%,-7%,-10%[57.1 µM],-1%,1%,2,CCC(Sc1nnc2c3ccccc3n(CC)c2n1)C(=O)Nc1sc2c(c1C#N)CCCC2 (stereo unspecified)

Some of the compounds tested; count on the stated rates, not on these rows.
